Source: PubChem BioAssay
TLR4-MyD88 BLA – inhibitors of human TLR4-MyD88 binding; O00206+Q99836; HeLa CL3-4 TLR4/MyD88 BLA complementation, FRET ratio; inhibition, % at 8.4 µM; 200,000 compounds, 0.18% hits; AID 861; in the data active = inhibition above about 25%;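 also: 0% = vehicle and 100% = reference inhibitor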
Target sequence (O00206 whole entry, looked up): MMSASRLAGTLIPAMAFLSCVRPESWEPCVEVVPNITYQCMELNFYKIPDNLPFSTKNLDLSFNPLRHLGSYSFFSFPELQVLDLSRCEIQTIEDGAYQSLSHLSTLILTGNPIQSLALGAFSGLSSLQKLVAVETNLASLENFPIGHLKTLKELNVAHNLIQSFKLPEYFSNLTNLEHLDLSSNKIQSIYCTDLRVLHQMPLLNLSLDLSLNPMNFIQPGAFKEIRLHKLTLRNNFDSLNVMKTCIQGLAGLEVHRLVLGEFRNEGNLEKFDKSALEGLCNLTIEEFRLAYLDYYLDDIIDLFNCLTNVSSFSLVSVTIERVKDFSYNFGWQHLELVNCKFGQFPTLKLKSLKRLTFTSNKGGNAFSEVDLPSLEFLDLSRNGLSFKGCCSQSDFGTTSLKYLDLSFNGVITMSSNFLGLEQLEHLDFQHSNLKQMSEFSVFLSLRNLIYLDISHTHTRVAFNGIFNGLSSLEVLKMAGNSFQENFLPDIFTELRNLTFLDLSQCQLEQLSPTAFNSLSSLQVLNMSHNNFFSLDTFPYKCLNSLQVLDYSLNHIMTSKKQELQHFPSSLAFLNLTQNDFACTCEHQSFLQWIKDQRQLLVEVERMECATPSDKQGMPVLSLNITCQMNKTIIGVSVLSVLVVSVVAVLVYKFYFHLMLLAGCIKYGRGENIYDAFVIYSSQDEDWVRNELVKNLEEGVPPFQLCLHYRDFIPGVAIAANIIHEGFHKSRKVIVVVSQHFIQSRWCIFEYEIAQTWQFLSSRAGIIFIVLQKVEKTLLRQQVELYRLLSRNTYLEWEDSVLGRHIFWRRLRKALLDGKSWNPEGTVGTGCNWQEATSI
Target sequence (Q99836 whole entry, looked up): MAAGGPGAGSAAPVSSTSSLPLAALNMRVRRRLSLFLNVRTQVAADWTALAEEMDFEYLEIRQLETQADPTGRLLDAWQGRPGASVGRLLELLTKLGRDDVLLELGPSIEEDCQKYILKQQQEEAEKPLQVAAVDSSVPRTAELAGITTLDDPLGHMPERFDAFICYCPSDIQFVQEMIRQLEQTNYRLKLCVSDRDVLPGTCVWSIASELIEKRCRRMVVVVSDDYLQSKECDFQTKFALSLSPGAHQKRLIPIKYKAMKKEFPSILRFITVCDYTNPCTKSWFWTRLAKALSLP
Diaph inh CS – inhibits diaphorase or chemically oxidizes, flagging diaphorase assay artifacts; diaphorase resazurin-to-resorufin fluorescence, NADH, 16 min; bacterial (C. kluyveri) enzyme, not human; inhibition, % at 20 µM; 190,000 compounds, 0.69% hits; AID 1217;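 active = primary screen inhibition at 20 µM above a set limit, cut at about 50% in these data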;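 also: plate controls were DMSO with full reaction for no effect and wells lacking NADH for full effect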
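controls = No-NADH positive control and DMSO neutral control | system = Clostridium kluyveri diaphorase enzyme | timing = reaction incubation of 16 min at room temperature | signal = resorufin fluorescence 544/590 nm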
RAM network inh – inhibitors of the yeast RAM network. 190,000 compounds, 1.8% hits. AID 868. S. cerevisiae dse1pr::URA3 reporter, 5-FOA growth OD615, 2 d; analog-sensitive cbk1-as2 kinase mutant strain. inhibition, % at 50 µM;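 active = inhibition above a set limit, 3 SD over mean compound inhibition, cut at about 8.4% in these data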;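 also: 0% = DMSO-only wells with no growth and 100% = 10 µM 1-NA-PP1 full growth; inhibition rescues growth on 5-FOA so higher OD means more RAM inhibition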
PMI act – phosphomannose isomerase (human) activation; P34949; activation factor at 20 µM; purified human PMI, coupled resazurin fluorescence, 20 min; hits give high values; 1 = vehicle control, 0 substrate-free wells; 190,000 compounds, 0.005% hits; AID 1214;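 active = activation factor of 2 or more at 20 µM, relative to plate controls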
DTT redox prof – compounds producing H2O2 with reducing agent – biochemical, NIH compound library profiling, artefact control for MLSCN library redox annotation, primary screen; DTT-dependent redox cycling H2O2, phenol red/HRP absorbance; 100% = 100 µM peroxide control, 0% = buffer; 200,000 compounds, 0.03% hits; AID 878; activation, % at 10 µM;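 active = activation of at least 50% relative to the plate's high and low controls in the primary single-dose screen; inactive = activation below 50%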;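 also: compound incubated with DTT at 0.8 mM final as the reducing agent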
S1P3 antag – S1P3 (human) receptor antagonism | Q99500 | CHO S1P3 NFAT-BLA reporter, FRET fluorescence, antagonist mode | inhibition, % at 4.98 µM | 170,000 compounds, 0.27% hits;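 active = inhibition above the plate cutoff, the mean inhibition of test wells on that plate plus 3 SD, cut at about 28% in these data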;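 also: cells challenged with S1P at its EC80 of 0.8 µM; blue over green emission ratio from cleaved BLA substrate after 4 h stimulation; 0% = S1P-stimulated wells and 100% = unstimulated DMSO-only wells; some compounds past the cut are filed as inactive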
Hsp70 activator – Hsp70 transcriptional activation, primary screen; 200,000 compounds, 0.04% hits; HeLa Hsp70 promoter luciferase reporter, luminescence; scaled: vehicle 0, proteasome-inhibitor control 100%; activation, % at 10 µM;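 active = activation above the mean across all tested compounds plus 3 SD, cutoff set per campaign, cut at about 5.5% in these data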;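 also: 100% = MG132 at 30 µM as the positive control and 0% = DMSO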
L major viab – inhibitors of Leishmania major promastigote growth; inhibition, % at 10 µM; Leishmania major promastigotes, resazurin fluorescence viability; 200,000 compounds, 9% hits;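 also: promastigotes grown with compound for 44 hours at 28 °C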
Diaphorase act – activates diaphorase or chemically reduces, flagging diaphorase assay artifacts; Diaphorase/resazurin coupled assay, resorufin fluorescence, 16 min; hits give high values; 1 = vehicle wells, 0 = NADH-free wells; 190,000 compounds, 0.005% hits; activation factor at 20 µM;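 active = diaphorase activity raised at least twofold by the compound at 20 µM; inactive = activation factor below 2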
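test system = bacterial diaphorase enzyme (C. kluyveri) | quantity = enzyme 0.07 U/mL final | reagent = NADH substrate 0.114 mM plus resazurin dye 0.1 mM, final | incubation = 16 min enzyme reaction, ambient temperature | buffer or medium = HEPES pH 7.4 buffer with MgCl2 and Tween 20 | signal = fluorescence of resorufin, 544 nm excitation, 590 nm emission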
PMI act satM6P – increases human PMI activity with near-saturating mannose 6-phosphate; P34949; coupled PMI enzyme assay, resazurin fluorescence, 20 min; hits give high values; 1 = untreated enzyme, 0 = substrate-free blank; activation factor at 20 µM; 190,000 compounds, 0.34% hits; AID 1216;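 active = activation factor of 2 or more at 20 µM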
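Technique: Diaphorase-driven resazurin-to-resorufin fluorescence, excitation 544, emission 590 nm | Assay system: Human PMI in coupled enzyme assay | Times: Enzyme reaction with compound 20 min at room temperature | Medium: HEPES-buffered pH 7.4 with magnesium and detergent | Reagent: Mannose-6-phosphate 1.0 mM (near-saturating) plus 0.22 mM NADP+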
G6PDH CS – counter-screen for G6PDH assay hits: L. mesenteroides G6PDH inhibition; 200,000 compounds, 0.12% hits; Purified L. mesenteroides G6PDH, diaphorase/resazurin coupled fluorescence, 45 min; AID 1020; inhibition, % at 5 µM
Active calls of the source: *; x = no result given. Rule as the data show it, unless noted: active = inhibition above about 50%; inactive = the rest.

SMILES	TLR4-MyD88 BLA	Diaph inh CS	RAM network inh	PMI act	DTT redox prof	S1P3 antag	Hsp70 activator	L major viab	Diaphorase act	PMI act satM6P	G6PDH CS
Cc1ccc(C(=O)C2=C(O)C(=O)N(CCCN3CCOCC3)C23C(=O)N(C)c2ccccc23)o1 (stereo not drawn)	9	8	0.8	1.1	1.8	-12	-0.1	-8	0.9	1.1	14
N#Cc1c(-c2ccccc2Cl)cc(C2CC2)nc1N	-8	12	2.0	1	-0.2	x	-0.3	-1	0.9	0.9	1
O=C(CCCCn1c(=S)[nH]c2ccsc2c1=O)NCc1ccc2c(c1)OCO2	-8	28	3.3	1.1	0.1	-17	-0.2	6	0.7	1	-2
CCN(CC)c1ccc(N/C(N)=N/c2nc(C(F)(F)F)cc(=O)[nH]2)cc1	3	7	1.2	1	0.3	-10	0.0	1	0.9	0.8	-1
COC(=O)c1cc(OC)c(OC)cc1NC(=S)N1CCCC(CO)C1 (stereo not drawn)	-7	11	-0.4	1	-0.1	x	-0.2	-1	0.9	1	3
COc1ccc(C2Nc3ccc4ccccc4c3-c3c2c(=O)oc2ccccc32)cc1 (stereo not drawn)	-11	10	3.6	0.9	0.1	x	0.0	100*	0.9	1	12
COCc1cc(C)nc(Nc2ccc(C)c(C)c2)c1C#N	2	5	2.0	1	-0.8	12	-0.1	-4	1	1	1
CC(=O)Nc1ccccc1NS(=O)(=O)c1ccccc1[N+](=O)[O-]	-13	-8	2.5	1.1	0.0	-14	-0.1	-10	1.1	1.1	-1
Cn1nc(-c2ccccc2)c(-c2nc(-c3cccc(Cl)c3)no2)c1Cl	12	11	7.8	0.9	-1.4	x	0.1	-5	0.9	1	7
O=C(Cc1cscn1)c1ccc(O)cc1O	-3	-8	-0.6	1	-1.0	x	-0.5	-6	1.1	1	13
COc1ccc(NC(=S)NC23CN4CN(CN(C4)C2)C3)c(OC)c1	5	11	0.2	1	-0.4	-22	0.0	3	0.9	0.9	9
CN1C(=O)/C(=C2\SC(N)=NC2=O)c2ccccc21	-7	0	3.1	0.9	0.0	x	-0.4	-3	1	0.9	6
Cc1cc(=O)[nH]c(SCC(=O)Nc2ccc(C(=O)O)cc2)n1	1	10	1.8	0.8	0.1	x	-0.2	-10	0.9	0.9	18
CC1CCCC(C)N1C(=O)COc1ccc([N+](=O)[O-])cc1Cl (stereo not drawn)	-6	7	3.5	1	-0.5	-1	0.2	3	0.9	1	2
COc1cccc(/C=N/Nc2nn3cnnc3c3ccccc23)c1O	-8	23	4.6	1	-8.0	x	-0.2	-3	0.8	1.1	16
CCOc1ccc(C(=O)N2CCn3c2nc2ccccc23)cc1	-8	14	0.8	0.9	0.3	-31	0.2	22	0.9	0.9	6
O=C(COC(=O)CC12CC3CC(CC(Br)(C3)C1)C2)NC(=O)NCc1ccco1	-9	20	-1.1	0.8	0.1	x	-0.4	0	0.8	0.9	6
CC1(C)Cc2c(sc(NC(=O)c3ccccc3Cl)c2C(=O)O)CO1	-8	-18	4.1	1.2	-0.1	2	-0.4	-5	1.2	1.2	6
Cn1c(=O)cc(SCC(=O)NCC2CCCO2)c2ccc(Cl)cc21 (stereo not drawn)	-4	1	-1.4	1	0.2	7	0.7	-9	1	1	6
CCC(C)NC(=O)Cn1c(=O)sc2ccccc21 (stereo not drawn)	12	-6	0.7	1.2	-1.2	-27	-0.1	-2	1.1	1.1	8
NS(=O)(=O)c1ccc(NC(=O)C2C3C=CC(C3)C2C(=O)O)cc1 (stereo not drawn)	-2	16	1.6	1	-0.1	-19	-0.4	-8	0.8	1.1	2
CCC(C(=O)NC1CCCCC1)n1c(SCc2cccc(C)c2)nc2ccncc21 (stereo not drawn)	-6	10	0.7	1	0.4	3	-0.2	-2	0.9	0.9	4
COc1ccc(-c2csc(NC(=O)CC(C)C)n2)cc1	-2	21	-0.1	0.9	-0.5	x	0.2	5	0.8	0.9	2
C=CCOc1c(CNC2CCCC2)cc(Cl)cc1OC	3	6	3.9	1	5.7	-1	-0.2	10	0.9	1	3
COC(=O)COc1ccccc1C(=O)Nc1ccc(OC)cc1	-4	4	2.2	0.9	0.3	-15	-0.4	-5	1	1.1	4
Cc1nonc1NC(=O)c1ccc(Cl)c(S(=O)(=O)N2CCCCC2)c1	12	12	0.0	0.9	-3.1	-31	4.6	7	0.9	0.9	8
CO/N=C/c1cc([N+](=O)[O-])ccc1Sc1ccc(C)cc1	-22	-1	2.4	1	-7.6	x	-0.1	-6	1	1	-1
CC1Cc2ccccc2N1C(=O)COc1cccc(-n2cnnn2)c1 (stereo not drawn)	-7	13	2.8	1	-0.8	-18	-0.3	-1	0.9	1	-4
CC(C)C(c1nnnn1Cc1cccs1)N1CCN(C(=O)c2ccco2)CC1 (stereo not drawn)	19	x	0.4	x	0.2	0	-0.3	7	x	x	10
O=C1C(c2ccc(F)cc2)N(C2CCCCC2)C(=O)CN1C1CCCC1 (stereo not drawn)	-5	9	0.1	0.9	2.0	x	-0.2	4	0.9	0.9	7
CC(C)C[C@H](NC(=O)NCc1ccc(Cl)cc1)C(=O)O	4	0	0.5	1	-0.4	-1	-0.1	0	1	1.1	12
Cc1cccc(C)c1NC(=O)CS(=O)CC(=O)NCC1OCCc2ccccc21 (stereo not drawn)	8	4	0.4	1	-0.9	-7	-0.3	2	1	0.9	11
CCC(CC)NC(=O)c1ccc(Cl)cc1	2	6	1.5	1	-0.6	-23	-0.2	-6	0.9	0.9	10
CCCN(CCC)S(=O)(=O)c1cc(Br)cc2c1N(C(=O)CC)CC2	x	35	2.5	0.9	x	x	x	x	0.7	0.9	8
O=C(c1ccc(S(=O)(=O)c2ccc(F)cc2)c([N+](=O)[O-])c1)N1CCCCCC1	1	8	2.5	0.9	0.5	7	-0.3	98*	0.9	1	-10
CCOC(=O)C1CCCN(CC(=O)Nc2c(C(=O)OC)[nH]c3ccc(Br)cc23)C1 (stereo not drawn)	-10	8	0.0	1	2.2	16	-0.3	5	0.9	1	2
CCc1ccccc1NC(=O)CN(C)C(=O)CSc1nn(-c2ccc(F)cc2)c(=S)s1	-2	18	3.3	0.9	0.7	4	-0.4	-4	0.8	1	15
CCOC(=O)/C(=C\c1ccc(Cl)cc1)c1nc2sc(C)c(C)c2c(=O)[nH]1	7	15	3.2	0.8	-0.5	4	0.0	100*	0.9	0.9	-28
Cc1ccc(C(=O)N/N=C(\CC(C)C)c2ccccc2)cc1	1	9	1.5	0.9	-0.2	-12	-0.3	-4	0.9	1	13
COc1cccc(C2CC(c3ccc(C)cc3)Nc3nc(N)nn32)c1 (stereo not drawn)	11	1	0.5	1	-1.0	-15	0.0	-7	1	1	-8
COc1ccc(-n2cc(C#N)c(=O)n(Cc3ccc(F)cc3)c2=O)cc1	4	3	4.1	1.2	0.0	-1	0.7	13	1	1	10
CCNC(=S)Nc1ccc(Cl)cc1	-9	7	0.7	1	0.3	1	-0.2	-7	0.9	1	5
O=C(O)c1ccc([N+](=O)[O-])c(CS(=O)(=O)c2ccc(Cl)cc2)c1	4	10	2.8	1.2	-0.8	8	-0.2	-8	0.9	1	2
O=S(=O)(NCC(c1cccnc1)N1CCN(Cc2ccccc2)CC1)c1ccccc1 (stereo not drawn)	6	-2	-0.5	1.1	-0.9	-13	-0.1	83*	1	1	-2
C(=N\c1c(-c2ccccc2)nc2n1CCS2)/c1ccccc1	9	30	0.6	0.7	0.1	20	-0.3	16	0.7	0.8	2
CCN(CC)S(=O)(=O)c1ccc(NS(=O)(=O)CC23CCC(CC2=O)C3(C)C)cc1 (stereo not drawn)	6	13	3.3	0.9	0.1	5	-0.2	44	0.9	1	19
O=C(Nc1cccc(C(F)(F)F)c1)c1cc(-c2cccs2)on1	-7	12	6.3	1	-0.6	5	-0.1	-3	0.9	0.9	5
O=C(Nc1ccccc1C(F)(F)F)c1cccnc1	1	-5	0.8	1.1	0.8	0	0.5	-1	1	1.1	0
CC(NC(=O)c1ccccc1NC(=O)CSc1nnnn1C)c1ccccc1 (stereo not drawn)	9	12	-0.7	1	0.8	x	-0.3	0	0.9	1	-6
Cc1sc2nc(COC(=O)CNC(=O)c3ccc(C(C)(C)C)cc3)[nH]c(=O)c2c1C	22	18	2.7	0.8	0.0	-9	-0.2	31	0.8	0.9	-8
Brc1ccc(C2=CSC3=NCCN23)cc1	-14	-4	0.5	1.4	-1.6	-1	0.0	-3	1	1.6	0
COc1ccc(OCC(=O)Nc2ccc3oc(-c4ccncc4)nc3c2)cc1	2	-1	1.1	0.9	-0.5	-2	-0.4	-3	1	1	5
CCOC(=O)c1sc(NC(=O)CSc2nc3ccccc3o2)c(C(=O)OCC)c1C	3	8	7.8	0.9	-0.1	-11	-0.2	5	0.9	0.9	-14
COc1ccc(/C=N/NC(=O)CCNc2n[nH]c(=O)[nH]c2=O)c(OC)c1	-11	-4	0.5	1	-0.2	14	-0.1	-3	1	1	5
CCOC(=O)C(C)Sc1nnc(Cc2cc(=O)[nH]c(=O)[nH]2)n1-c1ccc(Cl)cc1 (stereo not drawn)	4	17	-0.3	1	-0.1	-4	-0.1	13	0.8	0.9	7
CCCCn1c(=O)c(CCC(=O)OC(C)C(=O)Nc2cccc(Cl)c2Cl)nc2ccccc21 (stereo not drawn)	-7	8	16*	0.9	0.7	1	-0.2	-3	0.9	1	-5

Rewritten with each value named: entries from further up
CCOC(=O)c1sc(NC(=O)CSc2nc3ccccc3o2)c(C(=O)OCC)c1C
  TLR4-MyD88 BLA = 3 | Diaph inh CS = 8 | RAM network inh = 7.8 | PMI act = 0.9 | DTT redox prof = -0.1 | S1P3 antag = -11 | Hsp70 activator = -0.2 | L major viab = 5 | Diaphorase act = 0.9 | PMI act satM6P = 0.9 | G6PDH CS = -14

CC(NC(=O)c1ccccc1NC(=O)CSc1nnnn1C)c1ccccc1 (stereo not drawn)
  TLR4-MyD88 BLA = 9 | Diaph inh CS = 12 | RAM network inh = -0.7 | PMI act = 1 | DTT redox prof = 0.8 | S1P3 antag = x | Hsp70 activator = -0.3 | L major viab = 0 | Diaphorase act = 0.9 | PMI act satM6P = 1 | G6PDH CS = -6

COc1ccc(NC(=S)NC23CN4CN(CN(C4)C2)C3)c(OC)c1
  TLR4-MyD88 BLA = 5 | Diaph inh CS = 11 | RAM network inh = 0.2 | PMI act = 1 | DTT redox prof = -0.4 | S1P3 antag = -22 | Hsp70 activator = 0.0 | L major viab = 3 | Diaphorase act = 0.9 | PMI act satM6P = 0.9 | G6PDH CS = 9
